From PubChem BioAssay
14-3-3 PPI – alters human 14-3-3 gamma binding to Raf peptide; 160,000 compounds, 0.19% hits; inhibition, % at 40 µM; FP, 14-3-3gamma / TMR-pS259-Raf peptide binding; AID 422; in the data active = inhibition above about 30%;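 note: 0% = protein plus tracer without compound and 100% = blank with tracer alone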
Target sequence (P61981 whole entry, looked up): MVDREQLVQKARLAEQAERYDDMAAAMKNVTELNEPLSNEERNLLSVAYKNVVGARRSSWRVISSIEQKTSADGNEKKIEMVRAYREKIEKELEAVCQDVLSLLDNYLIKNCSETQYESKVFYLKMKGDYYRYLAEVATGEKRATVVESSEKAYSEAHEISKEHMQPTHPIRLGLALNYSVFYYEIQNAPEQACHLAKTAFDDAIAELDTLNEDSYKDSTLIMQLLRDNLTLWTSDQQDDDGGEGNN
Active calls of the source: *; & = joins results of further samples. Some of the compounds tested (hit frequency here may not be typical).

Compound | 14-3-3 PPI
COc1cc2c(=O)n(Cc3ccccc3)c(=O)n(CC(=O)N3CC(C)CC(C)C3)c2cc1OC (centres undefined) | -1.6
COC(=O)c1cc(C(=O)OC)cc(-n2c(C=Cc3ccc(F)cc3)nc3ccccc3c2=O)c1 | -1.7
CCCCNC(=O)C1CC(=O)N(C2CCCCC2)C1 (centres undefined) | -3.7
CCOC(=O)CSc1ccc(S(=O)(=O)N2CCCCC2)cc1[N+](=O)[O-] | -5.0
CCC(C)(C)n1nnnc1CN(Cc1ccco1)Cc1cc2cc3c(cc2[nH]c1=O)OCO3 | -4.3
CC1(C)CC(=O)C2=C(C1)Nc1nc(SCc3ccccc3Cl)[nH]c(=O)c1C2c1ccc(O)cc1 (centres undefined) | 1.9
CC1=C(C(=O)OCC2CCCO2)C(c2ccc3c(c2)OCO3)C2=C(CC(C)(C)CC2=O)N1 (centres undefined) | 17.1
O=C1OC2CC3CC1CC(O)(C3)C2 (centres undefined) | -4.7&5.9
CC(Oc1cc(C(F)(F)F)cc(C(F)(F)F)c1)C(=O)NC(N)=O (centres undefined) | -7.0
CCN(CC)CCN=C1CCCc2ccccc2N1 | -2.7&-5.0
COc1ccc(Cn2c(Cl)cc(=O)n(C)c2=O)cc1[N+](=O)[O-] | 0.4
Oc1c(I)cccc1C=Nc1ccc2oc(-c3cccc(I)c3)nc2c1 | -40.4
COc1cccc(-n2c(SCC#N)nnc2-c2cnccn2)c1 | -8.8
Cn1c(=O)oc2cc(S(=O)(=O)N3CCCC(C(=O)N4CCc5ccccc5C4)C3)ccc21 (centres undefined) | 2.4
COc1ccc(S(=O)(=O)N(CC(=O)NCc2ccccc2C)c2ccc(C)cc2)cc1 | -8.8
CCCOC(=O)C1C2C=CC3(CN(c4ccc(Cl)cc4)C(=O)C13)O2 (centres undefined) | -2.6
Cc1ccc(S(N)(=O)=O)c(C)c1NS(C)(=O)=O | -4.2
Nc1cc(N)nc(SCC(=O)N2CCCCC2)n1 | -7.9
O=C(NCCCN1CCCCCC1)c1cc2c(=O)oc3ccccc3c2s1 | -32.5
CSc1nc(OCC(=O)c2ccccc2)c2c3c(sc2n1)CCCC3 | 4.1
CCOc1ccccc1-n1cnc2cc(C(=O)NCc3ccco3)ccc21 | -13.9&-29.9
Cc1ccccc1CC1SC(=Nc2ccc(Br)cc2)NC1=O (centres undefined) | -0.3
CCCOC(=O)c1ccc(N2COc3ccc4c(C)cc(=O)oc4c3C2)cc1 | 12.2
N#CCCN1CCN(C2=NC(=O)C(=C3CCCCC3)S2)CC1 | 2.4
COc1ccccc1CNC(=O)c1cc2c(=O)n3ccccc3nc2s1 | -14.4

An excerpt of these results, field by field:
Compound: CCOc1ccccc1-n1cnc2cc(C(=O)NCc3ccco3)ccc21
- 14-3-3 PPI: -13.9&-29.9
Compound: CCOC(=O)CSc1ccc(S(=O)(=O)N2CCCCC2)cc1[N+](=O)[O-]
- 14-3-3 PPI: -5.0
Compound: COc1cc2c(=O)n(Cc3ccccc3)c(=O)n(CC(=O)N3CC(C)CC(C)C3)c2cc1OC (centres undefined)
- 14-3-3 PPI: -1.6

Three structures already listed, sorted by SMILES length, high to low.
Compound | 14-3-3 PPI
N#CCCN1CCN(C2=NC(=O)C(=C3CCCCC3)S2)CC1 | 2.4
COc1cccc(-n2c(SCC#N)nnc2-c2cnccn2)c1 | -8.8
Cc1ccccc1CC1SC(=Nc2ccc(Br)cc2)NC1=O (centres undefined) | -0.3

(cont.)
Compound | 14-3-3 PPI
O=C(NCc1cccs1)C(NS(=O)(=O)c1cccs1)c1ccccc1 (centres undefined) | -55.1
O=C(O)c1ccc(-n2c(C=Cc3ccccc3O)nc3ccccc3c2=O)cc1 | -8.3
COc1ccccc1-c1nnc(NC(C)=O)s1 | -6.5
Cc1cc(C)cc(N2C(=O)CSC23C(=O)Nc2ccc(Br)cc23)c1 (centres undefined) | -2.5
CCOc1ccccc1N(C)C(=O)c1cc(S(=O)(=O)N2CCCC2)ccc1F | -5.0
CCCCn1c(SC(CC)C(=O)Nc2ccc3c(c2)OCO3)nc2ccsc2c1=O (centres undefined) | 5.6
CCC(=O)N1c2ccc(S(=O)(=O)NC3CCCCC3C)cc2CC1C (centres undefined) | -10.7
COc1cc(C(=O)Oc2ccc3c(=O)c(Oc4cccc(C)c4)coc3c2)cc(OC)c1OC | -28.6
O=C(Nc1nncs1)c1ccc(S(=O)(=O)c2ccccc2)cc1 | 5.0
Cn1c(C(=O)N2CCc3ccccc32)cc2c(=O)n3ccccc3nc21 | 3.5
CC1CCCC(NC(=O)c2ccc(CS(=O)(=O)Cc3ccccc3F)o2)C1C (centres undefined) | -36.7
CC1=C(C(=O)Nc2cccc(C)c2C)C(c2ccc(C)cc2)NC(=S)N1 (centres undefined) | -4.5
O=C1NC(c2cccs2)C(C(=O)c2ccc(Cl)cc2)C(O)(C(F)(F)F)N1 (centres undefined) | 1.2
Cc1cc(C)n(-c2cc(N3CCN(C(=O)c4cccc(Br)c4)CC3)ccc2[N+](=O)[O-])n1 | 8.1
COc1ccc(CNC(=O)CN2N=C(c3ccc(Cl)cc3)CCC2=O)cc1 | -21.9
COc1ccc(C(=S)N2CCN(c3ccccc3C)CC2)cc1 | -1.3
CCOc1cc(C(Nc2ccccn2)c2ccc3cccnc3c2O)ccc1O (centres undefined) | 0.8
Cc1ccc(CNC(=O)c2ccc3c(c2)C2C=CCC2C(c2ccc([N+](=O)[O-])cc2)N3)cc1C (centres undefined) | -8.2
CCc1nnc(NC(=O)CN2C(=O)c3ccccc3C2=O)s1 | -5.4
CN(C)CCn1c(C(=O)O)cc2ccccc21 | 2.3
O=C(Nc1ccc2ccccc2c1)c1ccco1 | -35.5
CCOC(=O)C1CCN(C(=O)COc2ccc3c(c2)C(=O)CC(C)(C)O3)CC1 | -6.7
COc1ccc(OC)c(NCC(O)Cn2c3ccc(Br)cc3c3cc(Br)ccc32)c1 (centres undefined) | 0.1
CCOc1ccc2c(c1)sc(=NC(=O)c1cc3cc([N+](=O)[O-])ccc3s1)n2C | -7.1
O=C(Cc1cccs1)NCc1ccccc1F | -7.8

Carrying on:
Compound | 14-3-3 PPI
CSc1nncc(-c2ccc(F)c(F)c2)n1 | 0.9
CCOc1ccc2c(c1)c1c3n2CCN(C)C3=NCC1 | -19.2
CC1CC(N(C(=O)CN2C(=O)c3ccccc3C2=O)c2ccccc2)c2ccccc2N1C(=O)CN1C(=O)c2ccccc2C1=O (centres undefined) | 3.8
Cc1ccc(N(Cc2ccc(C(=O)NCCc3ccccc3)cc2)S(C)(=O)=O)cc1C | 0.3
CC(=O)Nc1cc(C(=O)NC2CCCCCCC2)ccc1Sc1ccc(Cl)cc1 | -3.6
COc1ccc(-c2c(C(F)(F)F)oc3c(CN(C)C)c(O)ccc3c2=O)cc1OC | -7.9
O=C(CN1CCN(Cc2ccccc2)C1=O)NC1CCCCCCC1 | 0.7
NC(=O)Cn1c(=O)n(CCC(=O)NCc2ccc3c(c2)OCO3)c(=O)c2sccc21 | 10.7
O=C(NCCc1ccc(Cl)cc1)c1cc(=O)[nH]c2ccc(S(=O)(=O)N3CCCCC3)cc12 | 7.8
O=C(CCS(=O)(=O)c1cccc2nsnc12)NCCc1ccc(Cl)cc1 | -19.1
CCn1c2ccccc2c2cc(CNC34CC5CC(CC(C5)C3)C4)ccc21 | -5.0
O=C1C2C3C=CC(CC3)C2C(=O)N1c1ccc(I)cc1 (centres undefined) | -7.2
Cc1ccc(-c2[nH]nc3c2C(c2ccoc2)C(C#N)=C(N)O3)cc1C (centres undefined) | -6.3
CCOc1cccc2cc(-c3cn4c(n3)sc3cc(F)ccc34)c(=O)oc12 | -21.2
Cc1ccc(C(=O)Nc2c3c(nn2-c2cccc(C)c2C)CS(=O)(=O)C3)cc1[N+](=O)[O-] | 3.8
CSc1nc(C)cc(Oc2ccc(OCc3ccccc3)nn2)n1 | -10.2
Cc1cccc(CS(=O)(=O)Cc2ccc(C(=O)NC3CCCC3)o2)c1 | -2.8
Cn1c(=O)c2c(nc(N3CCc4ccccc4C3)n2Cc2ccc(Br)cc2)n(C)c1=O | -3.2
c1cncc(-c2nnc(-c3cccs3)o2)c1 | 3.2
COc1ccc(S(=O)(=O)N2CCCC2C(=O)Nc2ccc(C)cc2)cc1 (centres undefined) | -7.2
CN(Cc1ccccc1)C(=O)CSc1nc2ccccc2c(=O)n1Cc1ccco1 | -1.4
CCOC(=O)C1=C(C)NC(=O)NC1c1ccccc1Cl (centres undefined) | -0.4&0.5
COc1ccccc1/C=C/CN1CCOCC1 | -4.7
COc1ccc(OCC(O)Cn2c[n+](C)c3ccccc32)cc1 (centres undefined) | -7.0
Cn1ncc(C#N)c1NC(=O)C1CC(c2c(F)cccc2Cl)=NO1 (centres undefined) | -3.7

Further compounds follow:
Compound | 14-3-3 PPI
CCN(CC)c1cc(C)c2cc(NC(=O)c3ccc(F)cc3)ccc2n1 | -6.0
COc1ccc(CNC(=O)CCc2nc(-c3cccs3)no2)c(OC)c1 | 3.8
CCN1C(=O)c2ccccc2Sc2ccc(C(=O)NCCN3C(C)CCCC3C)cc21 (centres undefined) | -16.5
Cc1nc2c(C(=O)NC3CCCCC3C)c[nH]n2c(=O)c1Cc1ccccc1F (centres undefined) | -4.6
OC(CC#CCN1CCC(c2ccccc2)C1)(c1ccccc1)c1ccccc1 (centres undefined) | 3.1
COc1cc(Cl)c(C)cc1NC(=O)c1cc(S(=O)(=O)N2CCc3ccccc32)ccc1F | -33.7
Cc1c(Cl)c([N+](=O)[O-])nn1CC(=O)O | -5.8
COc1cccc(-n2c(=O)c3c(C)c(C(=O)N(C)C)sc3n(CC(=O)Nc3ccc(C)cc3C)c2=O)c1 | 0.4
CCCCC(=O)N=c1sc2cc(S(C)(=O)=O)ccc2n1C | -1.5&-0.7
CC1=C(C#N)c2nc(N)c(C#N)c(C)c2/C1=C\c1ccccc1 | -13.8
c1cc2c(nn1)CCc1nonc1-2 | -4.3
O=C(COC(=O)CN1C(=O)c2cccc([N+](=O)[O-])c2C1=O)Nc1cccc2ccccc12 | -58.4
CC(C)Cn1c(N)c(C(=O)CSc2ccc3c(c2)OCCO3)c(=O)n(C)c1=O | -1.2
O=S(=O)(N=C(Oc1ccccc1)c1ccccc1)c1ccc(Br)cc1 | 8.3
Cc1cccc(CN2C(=O)CSc3ccc(C(=O)NCCC4=CCCCC4)cc32)c1 | -3.9
Cc1ccccc1C(=O)Oc1ccc(NC2=NS(=O)(=O)c3ccccc32)cc1 | 2.5
COc1ccc(C2Nc3ccccc3NC3=C2C(=O)CC(c2ccccc2)C3)cc1 (centres undefined) | -1.4
Cn1c(=O)c(=O)n(C)c2cc(S(=O)(=O)N3CCOCC3)ccc21 | -7.0&-5.2
CCOC(=O)c1cnc(SCC)[nH]c1=O | -9.2&-0.1&-4.8
CCN(Cc1ccccc1)C(=O)CSc1ncccc1C(=O)O | 6.1
CCOC(=O)c1c(C)n(C)c2c(C)cc(O)c(OC(C)=O)c12 | -1.6
COCCn1c(SCC(=O)Nc2nccs2)nc2c(c1=O)SC(C)C2 (centres undefined) | -1.4
CCCCCCOc1ccc(/C(N)=N/O)cc1 | -6.7
CCOc1cc(C2/C(=C(\O)c3ccc(C)cc3)C(=O)C(=O)N2c2nncs2)ccc1O (centres undefined) | -13.2
NC(=O)c1ccccc1NC(=O)CS(=O)(=O)Cc1ccccc1 | 1.9

Quoted at random: 5 entries already listed, in no set order.
Compound | 14-3-3 PPI
CCOC(=O)c1c(C)n(C)c2c(C)cc(O)c(OC(C)=O)c12 | -1.6
COc1cc(Cl)c(C)cc1NC(=O)c1cc(S(=O)(=O)N2CCc3ccccc32)ccc1F | -33.7
COC(=O)c1cc(C(=O)OC)cc(-n2c(C=Cc3ccc(F)cc3)nc3ccccc3c2=O)c1 | -1.7
CC1CCCC(NC(=O)c2ccc(CS(=O)(=O)Cc3ccccc3F)o2)C1C (centres undefined) | -36.7
CC1=C(C(=O)Nc2cccc(C)c2C)C(c2ccc(C)cc2)NC(=S)N1 (centres undefined) | -4.5

Next structures.
Compound | 14-3-3 PPI
COc1cccc(C2CC(c3cccc(OC)c3)n3nnnc3N2)c1 (centres undefined) | -2.4
Cc1ccc(C2=CC(c3cccc(F)c3)n3ncnc3N2)cc1 (centres undefined) | -2.4
CC(C)C(=O)N1CC(=O)Nc2ccc(Br)cc2C1c1ccccc1 (centres undefined) | -0.9
O=C(Nc1nc(-c2cc(Cl)sc2Cl)cs1)c1cccs1 | -5.5
CCC(NS(=O)(=O)c1ccc(OC)cc1)C(=O)NCc1ccco1 (centres undefined) | 2.0
Cc1ccccc1CN1C(=O)C(O)(CC(=O)c2cccnc2)c2ccccc21 (centres undefined) | -1.8
O=C(COC(=O)c1ccc2c(c1)C(=O)N(C1CCCCC1)C2=O)c1ccc(Cl)cc1 | 1.6
O=C(CCCl)N1c2ccccc2CCc2ccccc21 | -2.6
CC1=C(C(=O)Nc2ccccc2F)C(c2cccc([N+](=O)[O-])c2)C2=C(CC(C)(C)CC2=O)N1 (centres undefined) | -3.2
CC(C)Cn1cnc2c(c1=O)c1nc3ccccc3nc1n2Cc1ccc2c(c1)OCO2 | 1.4
O=C(NCCN1CCN(c2ccccc2)CC1)C1CCN(S(=O)(=O)N2CCOCC2)CC1 | -4.4&-7.0
Cc1c(Cc2ccccc2)c(=O)oc2c(C)c(OC(C)C)ccc12 | -2.7
CC(=O)C1C(c2ccccc2)NC(=O)NC1(O)C(F)(F)F (centres undefined) | 1.1
Cc1nc([N+](=O)[O-])cn1CC(=O)O | -12.1
O=C(c1cnsn1)N1CCN(c2ccccn2)CC1 | -6.3
COc1cccc(NC(=O)C2CC(=O)NC(=Nc3ccccc3)S2)c1 (centres undefined) | 2.8
CC(=O)Nc1ccc(NC(=O)CN(C)CCC#N)cc1 | -5.4
CCOC(=O)c1nn(-c2ccc(OC)cc2)c(=O)c2c(NC(=O)c3ccco3)scc12 | -0.7
OCCCNc1ncnc2sc3c(c12)CCCCC3 | -16.9
Cc1cc(C)cc(NC(=O)c2cccnc2)c1 | 0.2
Cc1ccccc1NC1=NC(C)(C)Cc2ccccc21 | -3.7
Cc1ccc(NC2=CC(=O)CC(C)(C)C2)c(N)c1 | -9.5
C/C(=C\C(=O)c1ccccc1)Nc1cccc(O)c1 | -7.3
